T cruzi growth: T. cruzi intracellular proliferation inhibitors, primary screen, cell-based, beta-gal Tulahuen parasites, NIH3T3 host, luminescence; inhibition, % at 8.34 µM; T. cruzi beta-gal in NIH3T3, GalScreen luminescence, 90 h; AID 624255, 2012; 5.9% of 77,000 active;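 active = mean inhibition above about 93%, with at least 55% of replicates each passing it, limit read from the data, passing the limit was not always enough; inconclusive = only one of those two conditions holds; inactive = neither condition holds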
C diff HTS: C. difficile growth inhibitors, primary screen, HTS; growth activity, negative = inhibition, % at 16 µg/mL (by protocol); 0.25% of 86,000 active; Clostridium difficile clinical isolate growth, OD600, 24 h; active compounds read low;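 active = mean growth activity at or below -80% and every replicate also at or below -80%; inconclusive = mean at or below -80% but some replicate above -80%; inactive = mean growth activity above -80%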;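 also: 0% = DMSO wells and -100% = levofloxacin 16 µg/mL wells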
GASC1 inh: inhibitors of GASC-1 (KDM4C) histone demethylase, primary screen, biochemical, single concentration HTS | AID 720574, 2013 | 0.15% of 96,000 active | inhibition, % at 12.5 µM | GST-KDM4C 2-372, H3K9me3 peptide, LANCE TR-FRET;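 active = mean replicate inhibition above about 25%, with at least 55% of replicates also reaching it, limit read from the data, passing the limit was not always enough; inconclusive = only one of those two conditions met; inactive = neither condition met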
Target sequence (Q9H3R0 2-372 limits assumed): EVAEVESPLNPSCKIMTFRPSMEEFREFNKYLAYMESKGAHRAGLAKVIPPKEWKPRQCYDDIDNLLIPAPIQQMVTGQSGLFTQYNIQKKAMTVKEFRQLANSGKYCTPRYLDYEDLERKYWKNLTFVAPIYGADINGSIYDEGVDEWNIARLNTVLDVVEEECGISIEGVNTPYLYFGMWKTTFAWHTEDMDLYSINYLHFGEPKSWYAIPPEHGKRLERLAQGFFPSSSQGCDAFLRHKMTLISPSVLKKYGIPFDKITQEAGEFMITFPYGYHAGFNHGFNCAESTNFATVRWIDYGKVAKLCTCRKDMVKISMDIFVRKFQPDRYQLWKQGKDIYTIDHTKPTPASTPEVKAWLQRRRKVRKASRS
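Assay system: GST-GASC-1 enzyme fragment 2-372 | Amount: 10 nM enzyme | Medium: HEPES buffer, pH 7.5, plus ascorbate | Reagent: H3K9me3 peptide substrate, Fe(II), 2-oxoglutarate | Doses: Single-point compound screen | Incubation: 30 min demethylation and 1 h detection at room temperature | Measured by: LANCE TR-FRET, excitation 340 nm, emissions 618 and 671 nm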
Pf Dd2 growth: P. falciparum Dd2 growth inhibitors, primary screen, SYBR Green fluorescence, single dose replicates | 2.3% of 94,000 active | 72 h; active compounds read low | activity change, % at 10 µM; in the data active = activity change below about -80%; inconclusive = no clear call, values can overlap the other calls
Active calls of the source: *; ? = inconclusive; / = not tested or not shown; + = active, no number; & = joins results of further samples.

molecule	T cruzi growth	C diff HTS	GASC1 inh	Pf Dd2 growth
C[C@@H]1CN([C@@H](C)CO)C(=O)Cc2cc(N(C)C)ccc2O[C@H]1CN(C)CC1CCCCC1	0	-1	/	-42
C[C@@H]1CN([C@H](C)CO)C(=O)Cc2cc(NC(=O)C3CCCCC3)ccc2O[C@H]1CN(C)S(=O)(=O)c1ccc(F)cc1	/	-2	-0.3	-21
COc1ccc(NC(=O)Nc2ccc3c(c2)C(=O)N([C@@H](C)CO)C[C@@H](C)[C@@H](CN(C)C(=O)Nc2c(C)noc2C)O3)cc1	-21	/	-1.4	11
C[C@H](CO)N1C[C@H](C)[C@H](CN(C)Cc2ccccc2)Oc2ccc(N(C)C)cc2CC1=O	-19	7	6.1	48
COc1ccc(-c2cn(CC[C@@H]3CC[C@H](NC(=O)CCN4CCCCC4)[C@@H](CO)O3)nn2)cc1	-23	/	0.1	12
CCC(=O)N1CC(=O)N2[C@@H](CO)[C@H](c3ccc(C#CCc4ccccc4)cc3)[C@@H]2C1	/	-16	2.8	-85*
C[C@@H]1CN([C@@H](C)CO)C(=O)c2cccc(NS(=O)(=O)c3ccccc3)c2O[C@H]1CN(C)Cc1ccc(-c2ccccc2)cc1	79	/	0.5	-84*
COc1cccc(NC(=O)N(C)C[C@@H]2Oc3cc(-c4cccc(C(=O)N(C)C)c4)ccc3S(=O)(=O)N([C@@H](C)CO)C[C@@H]2C)c1	27	1	-2.3	-45
COc1ccccc1NC(=O)N1C[C@@H]2[C@H](c3ccccc31)[C@H](CO)N2CC1CCCC1	-7	14	-2.0	-11
O=C(Nc1ccccc1F)N[C@@H]1CC[C@H](CCNC(=O)C2CC2)O[C@H]1CO	/	-1	-0.2	/
C[C@@H]1CN([C@H](C)CO)S(=O)(=O)c2ccc(-c3ccccc3)cc2O[C@H]1CN(C)S(=O)(=O)c1ccccc1F	112*	-4	-0.3	-66
C[C@@H]1CN([C@H](C)CO)S(=O)(=O)c2ccc(-c3ccc(C#N)cc3)cc2O[C@H]1CN(C)C(=O)C1CC1	41	-12	/	2
Cc1ccccc1S(=O)(=O)NCC[C@H]1CC[C@H](NC(=O)C2CCCCC2)[C@H](CO)O1	10	15	82*	21
O=C(NCC[C@H]1CC[C@H](NC(=O)C2CCCCC2)[C@H](CO)O1)c1cc(Cl)cc(Cl)c1	-7	4	-1.4	-8
COc1ccc2c3c(n(C)c2c1)[C@@H](CO)N(Cc1ccccc1F)CC31CN(C(C)=O)C1	/	3	-0.5	-8
Cc1ccccc1S(=O)(=O)N1[C@H](C#N)[C@@H](c2ccc(C#CC3CCCCC3)cc2)[C@@H]1CO	80	1	-1.5	?
Cc1cccc(-c2ccc(C3[C@@H]4CN(Cc5ccccc5F)C[C@H]3N4)cc2)c1 (some centres undefined)	/	-98*	0.7	7
C[C@@H]1CN([C@H](C)CO)C(=O)c2cccc(NC(=O)Nc3ccc(C(F)(F)F)cc3)c2O[C@H]1CN(C)Cc1ccc(-c2ccccc2)cc1	66	4	17	-33
COC(=O)C[C@@H]1C[C@H]2c3cc(NC(=O)c4cccnc4)ccc3O[C@H]2[C@@H](CO)O1	-32	0	0.0	8
C[C@@H]1CN([C@H](C)CO)C(=O)c2cc(C#CC3CC3)cnc2O[C@@H]1CN(C)C	-38	-1	12	-7
COc1cccc(NC(=O)N2CC3(C2)[C@@H](c2ccccc2)[C@@H](CO)N3C(=O)C2CC2)c1	/	-2	-2.1	-12
C[C@@H]1CN([C@@H](C)CO)S(=O)(=O)c2ccc(-c3cncnc3)cc2O[C@@H]1CN(C)C(=O)C1CCCCC1	/	0	-0.3	-8
C[C@H]1CN([C@@H](C)CO)S(=O)(=O)c2ccc(C#CCN(C)C)cc2O[C@H]1CN(C)Cc1ccccc1F	100*	-1	5.2	-45
COc1ccc(CN(C)C[C@H]2Oc3c(NC(=O)C4CCCCC4)cccc3C(=O)N([C@H](C)CO)C[C@H]2C)cc1	4	2	-0.6	-7
C[C@@H]1CCCCO[C@@H](CN(C)S(=O)(=O)c2cn(C)cn2)[C@H](C)CN([C@H](C)CO)C(=O)c2cc(NC(=O)Nc3ccc(C(F)(F)F)cc3)ccc2O1	31	0	-2.5	-88*
CCNC(=O)C[C@@H]1CC[C@H]2[C@H](COc3ccc(NC(=O)Nc4ccccc4F)cc3C(=O)N2C)O1	21	0	1.0	10
O=C(C[C@H]1CC[C@@H]2[C@H](COC[C@@H](O)CN2C(=O)Nc2ccc(F)cc2)O1)NCCCN1CCOCC1	-189	3&-2	-1.0	9
O=C(C[C@H]1CC[C@@H]2[C@H](COC[C@H](O)CN2S(=O)(=O)c2ccc(Cl)cc2)O1)N[C@@H]1CCN(Cc2ccccc2)C1	54	/	-3.5	-34
CO[C@H]1CN(C)C(=O)c2ccc(NS(=O)(=O)c3ccc(Cl)cc3)cc2OC[C@H](C)N(C(=O)NC(C)C)C[C@@H]1C	-16	-4	2.1	-4
O=C(Nc1ccc(C(F)(F)F)cc1)N[C@@H]1C=C[C@H](CC(=O)N2CCCCC2)O[C@@H]1CO	/	-12	2.1	7

Structural class, the compounds so far containing a Cl atom (3)
molecule	T cruzi growth	C diff HTS	GASC1 inh	Pf Dd2 growth
O=C(NCC[C@H]1CC[C@H](NC(=O)C2CCCCC2)[C@H](CO)O1)c1cc(Cl)cc(Cl)c1	-7	4	-1.4	-8
O=C(C[C@H]1CC[C@@H]2[C@H](COC[C@H](O)CN2S(=O)(=O)c2ccc(Cl)cc2)O1)N[C@@H]1CCN(Cc2ccccc2)C1	54	/	-3.5	-34
CO[C@H]1CN(C)C(=O)c2ccc(NS(=O)(=O)c3ccc(Cl)cc3)cc2OC[C@H](C)N(C(=O)NC(C)C)C[C@@H]1C	-16	-4	2.1	-4

Additional entries follow.
molecule	T cruzi growth	C diff HTS	GASC1 inh	Pf Dd2 growth
CO[C@@H]1CN(C)C(=O)c2ccc(NC(=O)C3CCCCC3)cc2OC[C@H](C)N(C)C[C@@H]1C	11	-4	0.8	-9
CN1CCN(C(=O)C[C@@H]2CC[C@H]3[C@@H](COC[C@H](O)CN3C(=O)Nc3ccc4c(c3)OCO4)O2)CC1	-13	1&-2	1.8	21
CC(C)C#Cc1ccc2c(c1)O[C@H](CN(C)Cc1cccnc1)[C@@H](C)CN([C@H](C)CO)S2(=O)=O	107*	2	9.6	-63
OC[C@H]1[C@H](c2ccc(-c3cccc(F)c3)cc2)[C@@H]2CN(Cc3cncnc3)CCCCN12	107*	2	-0.6	12
CN1[C@@H]2c3ccc(/C=C/c4ccccc4)c(=O)n3C[C@@H]2[C@@H](CO)[C@@H]1C(=O)NCCCN1CCOCC1	-149	-4	-1.8	/
COCC(=O)Nc1ccc2c(c1)C(=O)N(C)[C@@H]1CC[C@H](CC(=O)NCc3ccc(OC)cc3)O[C@H]1CO2	-16	-3	-0.7	-2
O=C(CC1CC1)N1[C@@H](CO)[C@@H]2c3ccccc3N(S(=O)(=O)c3ccccc3)C[C@@H]21	31	5	0.0	2
CC(=O)N1[C@@H]2c3ccc(C4=CCCCC4)c(=O)n3C[C@H]1[C@H](CO)[C@H]2C(=O)N[C@@H](C)c1ccccc1	+	0	-1.8	/
Cc1noc(C)c1NC(=O)N[C@@H]1CC[C@@H](CC(=O)N2CCN(C)CC2)O[C@H]1CO	3	-4	0.1	-1
C[C@H](CO)N1C[C@H](C)[C@H](CN(C)Cc2ccc(C(=O)Nc3ccccc3N)cc2)Oc2ccc(NS(=O)(=O)c3ccc(F)cc3)cc2CC1=O	79	64	-1.1	-82*
O=S(=O)(N[C@H]1CC[C@H](CCn2cc(C3(O)CCCC3)nn2)O[C@H]1CO)c1ccc(Cl)cc1	86	/	0.2	-20
CCC(=O)N1CCCCN2[C@H](CO)[C@H](c3ccc(C#Cc4cccnc4)cc3)[C@H]2C1	101*	-1	-1.3	11
CCS(=O)(=O)N1CC(=O)N2[C@@H](CO)[C@@H](c3ccc(C#CC4CCCCC4)cc3)[C@@H]2C1	/	-4	-0.9	27
C[C@@H]1CCCCO[C@@H](CN(C)Cc2ccc(C(F)(F)F)cc2)[C@H](C)CN([C@@H](C)CO)C(=O)c2cc(NC(=O)Nc3ccc4c(c3)OCO4)ccc2O1	82	/	20	-32
C[C@H]1CN([C@@H](C)CO)C(=O)CCCn2cc(nn2)CO[C@H]1CN(C)Cc1ccccc1C(=O)O	-26	/	2.0	3
Cc1noc(C)c1S(=O)(=O)Nc1ccc2c(c1)CC(=O)N([C@@H](C)CO)C[C@@H](C)[C@H](CN(C)Cc1ccc(C(=O)O)cc1)O2	-11	-1	-1.0	18
C[C@@H]1CN([C@H](C)CO)C(=O)c2cc(NS(=O)(=O)c3ccccc3)ccc2O[C@@H]1CN(C)S(=O)(=O)c1ccc(F)cc1	40	/	-1.7	-4
O=C(O)C[C@H]1C[C@@H]2c3cc(NC(=O)C4CCC4)ccc3O[C@@H]2[C@H](CO)O1	/	-7	-0.7	2
C[C@H]1CN([C@@H](C)CO)C(=O)c2cc(NC(=O)Nc3ccccc3)ccc2O[C@H]1CN(C)C(=O)Nc1ccc(F)cc1	/	-2	-1.4	-5
COc1ccc(S(=O)(=O)Nc2cccc3c2O[C@@H](CN(C)C(=O)NC2CCCCC2)[C@H](C)CN([C@@H](C)CO)C3=O)cc1	4	1	-0.6	-31
Cc1noc(C)c1S(=O)(=O)Nc1ccc2c(c1)C(=O)N([C@H](C)CO)C[C@H](C)[C@H](CN(C)C(=O)Nc1ccc(C(F)(F)F)cc1)OCCCC[C@@H](C)O2	112	3	-0.6	-15
CO[C@H]1CN(C)C(=O)c2ccc(NC(=O)Nc3cc(Cl)cc(Cl)c3)cc2OC[C@@H](C)NC[C@H]1C	-27	-53	-0.5	-24
CC(C)C#Cc1ccc([C@H]2[C@@H](CO)N3C(=O)CN(C(=O)c4ccccn4)C[C@@H]23)cc1	/	1	0.6	-12
CCS(=O)(=O)N1CC2(C1)[C@H](c1ccccc1)[C@H](CO)N2C(=O)c1ccccc1	/	-6	21	14
COCC(=O)Nc1ccc2c(c1)OC[C@H](C)N(C(=O)Cc1cccnc1)C[C@@H](C)[C@@H](OC)CN(C)C2=O	-25	/	1.0	18
N#C[C@H]1[C@@H](c2ccc(/C=C/c3ccccc3)cc2)[C@@H](CO)N1C(=O)C1CCCCC1	98*	16	-1.4	-25
C[C@@H]1CN([C@H](C)CO)C(=O)c2cc(NC(=O)C3CCCCC3)ccc2O[C@@H](C)CCCCO[C@@H]1CN(C)C(=O)Nc1cccc2ccccc12	64	7	-8.4	-91*
O=C(C[C@H]1C[C@H]2c3cc(NC(=O)Nc4ccccc4F)ccc3O[C@H]2[C@@H](CO)O1)NC1CCCCC1	-66	0	-0.4	14
CC(=O)N1CCCCN2[C@H](CO)[C@@H](c3ccc(-c4cccc(C)c4)cc3)[C@@H]2C1	4	-4	-0.4	34
COc1ccc2c3c([nH]c2c1)[C@@H](CO)N(C(=O)C1CCCCC1)CC31CN(C(=O)NC(C)C)C1	/	13	-0.7	26

Reformatted: results already given
C[C@@H]1CCCCO[C@@H](CN(C)Cc2ccc(C(F)(F)F)cc2)[C@H](C)CN([C@@H](C)CO)C(=O)c2cc(NC(=O)Nc3ccc4c(c3)OCO4)ccc2O1
  T cruzi growth: 82; C diff HTS: /; GASC1 inh: 20; Pf Dd2 growth: -32

C[C@H]1CN([C@@H](C)CO)C(=O)CCCn2cc(nn2)CO[C@H]1CN(C)Cc1ccccc1C(=O)O
  T cruzi growth: -26; C diff HTS: /; GASC1 inh: 2.0; Pf Dd2 growth: 3

Next records follow:
canonical_smiles	T cruzi growth	C diff HTS	GASC1 inh	Pf Dd2 growth
C[C@@H]1CCCCO[C@H](CN(C)S(=O)(=O)c2cccs2)[C@@H](C)CN([C@H](C)CO)C(=O)c2cc(NC(=O)Nc3ccc(C(F)(F)F)cc3)ccc2O1	92	-6	-3.0	-30
CCCC(=O)Nc1ccc2c(c1)OC[C@H](C)N(C(C)=O)C[C@@H](C)[C@@H](OC)CN(C)C2=O	-6	2	-0.3	/
CCCN1C[C@@H](C)[C@H](OC)CN(C)C(=O)c2cc(NC(=O)C3CCOCC3)ccc2OC[C@@H]1C	-17	/	-1.2	28
COCC(=O)Nc1ccc2c(c1)[C@@H]1C[C@H](CC(=O)NCc3ccc(-c4ccccc4)cc3)O[C@H](CO)[C@@H]1O2	47	-14	-3.1	4

High-throughput results from PubChem BioAssay.
